Assay outcomes from PubChem BioAssay.
FEN1 inhibitor = blocks human flap endonuclease 1. P39748. Recombinant FEN1 flap cleavage, fluorescence, 15 min. Potency, µM (top dose mostly 114 µM), for the others: at the top dose activity change, negative = inhibition, usual class: inhibitors. 390,000 tested, 0.35% active. AID 588795; note: nearly all actives have a fitted effect of over 65% in size
Target sequence (P39748 whole entry, looked up): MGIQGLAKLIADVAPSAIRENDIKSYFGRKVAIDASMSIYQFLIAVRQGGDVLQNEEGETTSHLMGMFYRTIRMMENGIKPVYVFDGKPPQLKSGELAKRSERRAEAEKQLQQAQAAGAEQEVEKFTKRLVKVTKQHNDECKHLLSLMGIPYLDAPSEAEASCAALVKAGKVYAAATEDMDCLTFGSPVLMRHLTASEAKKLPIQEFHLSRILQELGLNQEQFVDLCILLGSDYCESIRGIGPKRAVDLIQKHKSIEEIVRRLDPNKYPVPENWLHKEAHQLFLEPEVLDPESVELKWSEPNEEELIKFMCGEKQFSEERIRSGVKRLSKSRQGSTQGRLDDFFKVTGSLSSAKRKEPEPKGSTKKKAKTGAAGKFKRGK
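Nuclease activity of 10 nM FEN1 was measured after 15 min of room-temperature exposure to titrated compounds, by adding 50 nM flap substrate and reading plates at 0 and 15 min.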
N370S GC mod = N370S glucocerebrosidase modulation, Gaucher chaperone candidate. 330,000 tested, 0.092% active. N370S GC spleen homogenate, 4MU-glucoside fluorescence. AID 2101. Potency, µM (series often up to 59.4 µM), for the others: top-dose activity change, negative = inhibition, actives largely listed as inhibitors;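 note: 0% = full enzyme activity and -100% = no enzyme basal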
TDP1 cell CPT = DT40-hTDP1 cell growth loss with CPT; 420,000 tested, 12% active; Potency, µM (doses to about 46.2 µM), without a hit: at the highest dose activity change, negative = growth inhibition, actives largely listed as inhibitors; chicken DT40 Tdp1-/-;hTDP1 cells + 20 nM CPT, ATP luminescence, 48 h; note: nearly all actives have a fitted effect of over 55% in size
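Cell growth measured by CellTiter-Glo luminescence after a minimum 48 h, 37 C compound exposure with 20 nM CPT in Tdp1-knockout DT40 cells stably expressing hTDP1, seeded 400/well; qHTS titration format.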
Active calls of the source: *; ? = inconclusive; · = not tested or not shown; & = joins results of further samples; [ ] = another dose, or the depositor's remark. Calls come from the whole dose curve; as a rule, active = well fitted curve in the direction sought with a large enough effect; inconclusive = small, poorly fitted or top-dose-only effect, or another doubt; inactive = no such curve, though single readings can be large; an effect the other way counts as inactive or inconclusive. Unless noted, % is set by controls: 0 for no effect and ±100 for the full control effect; potency is the fitted concentration of half-maximal effect.

The first five compounds, ahead of the listing:
SMILES	FEN1 inhibitor	N370S GC mod	TDP1 cell CPT
O=C(O)c1cccc(Sc2cc(Cl)ccc2C(=O)O)c1	-15%	·	0%
Cc1cc(NC(=O)COC(=O)C2CCC2)no1	8%	-3%	1%
COc1ccc(OC)c(Nc2nc(N)c([N+](=O)[O-])c(N3CCOCC3)n2)c1	-27%	-11%	?
Cc1ccc(S(=O)(=O)O)c(C)c1N1CCCC1=O	-3%	2%	-1%
COCCCNC(=O)c1ccc(Cn2c(SCc3ccc(F)cc3)nc3cccnc32)cc1	-10%	·	?

Results, from the start:
SMILES	FEN1 inhibitor	N370S GC mod	TDP1 cell CPT
O=C(O)c1cccc(Sc2cc(Cl)ccc2C(=O)O)c1	-15%	·	0%
Cc1cc(NC(=O)COC(=O)C2CCC2)no1	8%	-3%	1%
COc1ccc(OC)c(Nc2nc(N)c([N+](=O)[O-])c(N3CCOCC3)n2)c1	-27%	-11%	?
Cc1ccc(S(=O)(=O)O)c(C)c1N1CCCC1=O	-3%	2%	-1%
COCCCNC(=O)c1ccc(Cn2c(SCc3ccc(F)cc3)nc3cccnc32)cc1	-10%	·	?
O=C1OCC2=C1C(c1ccccc1)CC(=O)N2c1ccc(F)cc1 (stereo not drawn)	-6%	-11%	3%
COc1ccc(S(=O)(=O)N2CCC(c3nc4ccccc4[nH]3)CC2)cc1	-5%	-1%	?
O=S(=O)(c1ccc(N2CCC(c3ccc(Cl)cc3)=N2)cc1)N(CCO)CCO	-13%	?	?
OC[C@H]1O[C@@H](n2cnc3c(NC4CCCC4)ncnc32)[C@H](O)[C@@H]1O	-3%	-18%&1%	-1%&-45%
CCn1c(CSCc2ccc(C)cc2)n[nH]c1=S	-11%	-8%	0%
CCOC(=O)[C@@H]1[C@H]2COc3cc(OC)ccc3[C@@H]2N2C(=O)N(c3ccc(Br)cc3)C(=O)[C@]12C	9%	·	15µM*
Cc1cc(NCCN(C)C)n2nc(-c3cccs3)cc2n1	?	-20%	-8%

Some of these compounds in order of length of the SMILES, largest number first:
SMILES	FEN1 inhibitor	N370S GC mod	TDP1 cell CPT
CCOC(=O)[C@@H]1[C@H]2COc3cc(OC)ccc3[C@@H]2N2C(=O)N(c3ccc(Br)cc3)C(=O)[C@]12C	9%	·	15µM*
COc1ccc(OC)c(Nc2nc(N)c([N+](=O)[O-])c(N3CCOCC3)n2)c1	-27%	-11%	?
O=S(=O)(c1ccc(N2CCC(c3ccc(Cl)cc3)=N2)cc1)N(CCO)CCO	-13%	?	?
O=C(O)c1cccc(Sc2cc(Cl)ccc2C(=O)O)c1	-15%	·	0%
CCn1c(CSCc2ccc(C)cc2)n[nH]c1=S	-11%	-8%	0%

Other results follow.
SMILES	FEN1 inhibitor	N370S GC mod	TDP1 cell CPT
CN(C)c1ccc(/C(=N\O)c2ccccc2)cc1	-9%	18%	-8%
O=C(CNC(=O)c1ccc([N+](=O)[O-])cc1)c1ccccc1	-1%	-2%	1%
CCCCN1C(=O)c2ccc(C(=O)NCc3ccco3)cc2C1=O	13%	-2%	15%
CN(C(=O)c1ccccc1Cl)c1ccccc1C(=O)NCCc1ccccc1	-1%	-9%	?
Cc1ccc(-c2nn3c(C)nnc3s2)cc1NC(=O)c1cccnc1	1%	-4%	1%
O=C(CSc1nc2ccccc2c(=O)[nH]1)c1ccc(O)cc1O	12%	10%	13µM*
NC(=O)C1CCN(C(=O)c2ccc(NC(=O)c3nsc4ccccc34)cc2)CC1	-4%	·	?
CCC(C)NC(=O)C(=O)NCc1ccccn1 (stereo not drawn)	1%	-26%	2%
COC(c1ccccc1)c1nnc(CCC(=O)N(C)C(C2CC2)C2CC2)o1 (stereo not drawn)	9%	12%	1%
COc1ccc(CP(=O)(c2ccccc2)c2ccccc2)cc1	5%	-1%	-10%
N#Cc1c(CSCC(=O)O)cc(=O)n2c1[nH]c1ccccc12	-22%	-1%	-6%
C=CCNc1nc(N)c(C(=O)Nc2cc(C)on2)s1	-15%	3%	0%
Cc1cc(N2CCOCC2)n2nc(C)c(-c3ccccc3Cl)c2n1	7%	-6%	-19%
O=C(/C=C/c1ccc(S(=O)(=O)N2CCOCC2)cc1)NC(=S)Nc1ccc(N2CCOCC2)cc1	-1%	-3%	4%
CC(=O)N/C(=N/c1nc(C)cc(C)n1)Nc1cccc(C)c1	0%	-1%	-16%
COc1ccccc1-c1cc(C(=O)Nc2cc(C)n(Cc3ccc(Cl)cc3)n2)no1	13%	-12%	?
CCOc1ccc(Cl)cc1C1CC(=O)Nc2cc(OC)c(OC)c(OC)c21 (stereo not drawn)	-1%	·	1%
CC(C)[C@H](NC(=O)c1ccccc1)C(=O)OCC(=O)c1ccc2c(c1)NC(=O)CO2	22%	-1%	4.6µM*
Cc1cc(=O)oc2c(CN3CCOCC3)c(O)ccc12	-10%	·	-16%
COc1cc(C2C(C#N)=C(N)Oc3cc(C)oc(=O)c32)cc(OC)c1OC (stereo not drawn)	-2%	11%	?
Fc1ccccc1CCNc1c2c(nc3ncnn13)CCCC2	-3%	20%	9.2µM*
COc1ccc(S(=O)(=O)NC2CCSc3ccccc32)cc1OC (stereo not drawn)	-14%	1%	-2%
CC(=O)NC(CC(=O)OCC(=O)N1c2ccccc2NC(=O)C1(C)C)c1ccccc1 (stereo not drawn)	-1%	·	-4%
CCCCNC(=S)NC(C)(C)CO	-2%	-15%	-1%
O=C(N/N=C/c1ccco1)c1ccc(C(=O)N/N=C/c2ccco2)o1	?	-5%	-13%
CCN(C(=O)CN1C(=O)S/C(=C\C=C\c2ccccc2)C1=O)C1CCS(=O)(=O)C1 (stereo not drawn)	2%	-12%	1.8µM*
Cc1c(NC(=S)NNC(=O)CCC(=O)O)c(=O)n(-c2ccccc2)n1C	-9%	7%	9%
Cc1cc(C(N)=O)c2cc(Br)ccc2n1	0%	2%	-6%
Cc1cc(C)nc(NS(=O)(=O)c2ccc(NS(=O)(=O)c3ccccc3)cc2)n1	-4%	4%	-5%
COc1ccc(C2C(C(N)=O)=C(C)Nc3nc(SCc4ccccc4Cl)nn32)cc1OC (stereo not drawn)	-3%	·	-5%
O=C(/C=C/c1cccs1)Nc1cccc(NC(=O)/C=C/c2cccs2)n1	-7%	0%	12µM*
Cc1cc(C(=O)CN2C(=O)NC(C)(CC(C)C)C2=O)c(C)n1-c1ccc2c(c1)OCO2 (stereo not drawn)	-19%	-12%	?
CCCc1nnc(NC(=O)CCC(=O)N2CCN(Cc3ccc(C)cc3C)CC2)s1	-3%	-10%	-22%
COc1cc(/C=N/n2nnnc2N)ccc1OCC(N)=O	5%	1%	-2%
O=C(NCc1ccco1)C1CCN(S(=O)(=O)N2CCC3(CC2)OCCO3)CC1	2%	-3%	-5%
CC(=O)c1cc(CN2CCC(N3CCC(C(=O)NC(C)C)CC3)CC2)cs1	4%	-10%	?

Three compounds drawn at random from those above:
SMILES	FEN1 inhibitor	N370S GC mod	TDP1 cell CPT
CCC(C)NC(=O)C(=O)NCc1ccccn1 (stereo not drawn)	1%	-26%	2%
Cc1cc(C(N)=O)c2cc(Br)ccc2n1	0%	2%	-6%
O=C(CSc1nc2ccccc2c(=O)[nH]1)c1ccc(O)cc1O	12%	10%	13µM*

Next part.
SMILES	FEN1 inhibitor	N370S GC mod	TDP1 cell CPT
COc1cc2c(cc1OC)[C@@H](NC(=O)Cc1ccc(F)cc1)[C@H](OCc1ccccc1)C2	22%	·	?
CC1CN(C(=O)/C=C/c2cccc([N+](=O)[O-])c2)CC(C)O1 (stereo not drawn)	9%	·	3%
Cc1c(C(=O)Nc2ccc(C(C)C)cc2)sc2nc3n(c(=O)c12)CCC3	19%	·	16µM*
CCC(=O)c1ccc(N2CCN(C(=O)c3ccccc3F)CC2)c(F)c1	1%	-2%	10µM*
NC(=NCCc1ccccc1)NS(=O)(=O)c1ccc2ccccc2c1	-5%	-17%	6%
Cc1ccc(NC(=O)CSc2nncn2N)cc1C	-2%	-1%	6%
O=C(N/N=C/c1ccncc1)c1ccccc1	-1%	12%	-8%
Cc1ccccc1NC(=S)N(CCN1CCOCC1)Cc1ccccc1F	0%	-13%	8%
COCC(C)n1c(SCC(=O)N2CCc3ccccc3C2)nc2ccccc2c1=O (stereo not drawn)	-5%	14%	2.3µM*
CC(N)CCCP(=O)(O)O (stereo not drawn)	·	11%	-21%
O=S(=O)(c1ccc(F)c(F)c1)N1CCN(c2ccccn2)CC1	18%	0%	-2%
C#Cc1ccc(CN2CCC(Oc3cc(C(=O)NC4CC4)ccc3OC)CC2)cc1	3%	0%	?
CCCCCc1ccc(C(=O)CCCC)c(=S)[nH]1	7%	14%	-24%
CCOC(=O)CCc1nc2ccccc2[nH]1	-6%	21%	9%
Clc1cccc(C2Nc3cccc4cccc(c34)N2)c1	-31%	6%	5.2µM*
CCOC(=O)N1CCC(NCCNC(=O)c2ccc(Cl)cc2)CC1	-1%	-7%	-13%
C=CCN(c1ccc(C(=O)OC)cc1)S(=O)(=O)c1ccccc1	5%	2%	1%
COc1ccc(C(=O)NC(=S)Nc2ccccc2N2CCOCC2)cc1Br	-15%	-4%	?
Cc1cccn2c(=O)c(/C=C(\C#N)C(N)=O)c(N3CCN(c4cccc(Cl)c4)CC3)nc12	-26%	-8%	?
O=C(Nc1cc2c(cc1C(=O)O)OCCCO2)c1ccc(F)cc1F	4%	-7%	8%
COC(=O)C1C2C=CC3(CN(Cc4ccco4)C(=O)C13)O2 (stereo not drawn)	-7%	6%	-1%
CCc1ccc(C(=O)c2cn(CC(=O)Nc3ccc4c(c3)OCCO4)c3ccc(C)cc3c2=O)cc1	-2%	·	2%
COc1cccc(NC(=O)CSc2nc3c(sc4ccccc43)c(=O)n2CCN(C)C)c1	-11%	?	15µM*
O=S(=O)(c1cc(Cl)ccc1Cl)N1CC2CCCN2c2ccc(C(F)(F)F)cc21 (stereo not drawn)	-14%	21%	?
CC(C)CN(C(=O)Cn1c(C(F)(F)F)nc2ccccc21)C1CCS(=O)(=O)C1 (stereo not drawn)	-4%	-1%	4%
CC(=O)C(Cc1ccc(Cl)nc1)Cc1ccc(Cl)nc1	5%	-5%	4%
CC(=O)Nc1ccc(-c2sc(Nc3cccc4ccccc34)n[n+]2-c2ccccc2)cc1	-6%	-8%	?
COc1cccc(C(=O)NC(=S)Nc2ccccc2N2CCCC2)c1	3%	-22%	23µM*
CN(CC(=O)Nc1cccc(C(F)(F)F)c1)S(=O)(=O)c1ccc2[nH]c3c(c2c1)CCCC3	?	·	?
COc1ccccc1NC(=O)NCC(c1ccco1)N1CCCCC1 (stereo not drawn)	-1%	?	-18%
COc1ccc(CCn2cnc3c([nH]c4ccccc43)c2=O)cc1	-10%	9%	-3%
Cc1ccc2cc(CN(c3ccc(C)c(C)c3)S(C)(=O)=O)c(=O)[nH]c2c1	-10%	?	-14%
CCOc1ccc(CN2CCNC(=O)C2CC(=O)N(C)C2CCCCC2)cc1 (stereo not drawn)	-15%	-2%	-1%
CC(NC(=O)C1CCC(=O)N1Cc1ccccc1Cl)c1ccccc1 (stereo not drawn)	-3%	0%	8%
COc1ccc(/C=C/C(=O)NCc2cn(C)nc2C)cc1COc1ccc(Cl)cc1Br	-23%	8%	-27%
CCCS(=O)(=O)N1CCCC(C(=O)NCCCN(Cc2ccccc2)C(C)C)C1 (stereo not drawn)	-7%	28%	2%
O=C(CC(=O)N1CCOCC1)N1CCOCC1	6%	·	-3%
CCOc1ccsc1C(=O)O	0%	7%	-10%
CCCCc1cc(=O)oc2cc(C)cc(OCC(=O)NCC3CCC(C(=O)O)CC3)c12 (stereo not drawn)	-4%	3%	-4%
CCOc1ccccc1NCc1nnc2n1CCCCC2	15%	·	-1%
Cn1c[n+](C)cc1-c1ccc(/C(N)=N/O)cc1	0%	25%	6%
CCCn1c2ccccc2c2cnn(CC(=O)NC(CCSC)C(=O)OC)c(=O)c21 (stereo not drawn)	-9%	·	?
COc1ccc(/C(C)=N/NC(=O)C2CC2)cc1	6%	3%	21%
Cn1cnc2nc[nH]c2c1=O	18%	·	2%
Cc1ccc(CNC(=O)c2cc3c(s2)CS(=O)(=O)C3)cc1	-1%	1%	-6%
C=CCN1C(=O)C2C3C=CC(C2C1=O)C1C2C(=O)N(CC=C)C(=O)C2C31 (stereo not drawn)	30%	12%	27%
CC(=O)Nc1ccc(NC(=O)C2CC(=O)N(Cc3ccco3)C2)cc1 (stereo not drawn)	-1%	-3%	-10%
CC(=O)Nc1ccc(-c2nnc(SCc3ccccc3)n2C)cc1	-1%	·	-40%
Cc1cccc2c(=O)cc(C)n(Cc3ccccc3)c12	-11%	-11%	?
O=C(COC(=O)c1cc([N+](=O)[O-])ccc1N1CCOCC1)Nc1c(Cl)cccc1Cl	-6%	3%	7%
CC(C)(C)CC(C)(C)NC(=O)Nc1cccc([N+](=O)[O-])c1	-5%	6%	?
Cc1cccc(NC(=O)c2cc(=O)c3ccccc3o2)c1	2%	2%	-7%
O=C(COC(=O)CSc1ccc2ccccc2c1)Nc1ccccc1OC(F)F	-12%	-10%	4%
COc1ccccc1CNC(=O)CSc1ccsc1[N+](=O)[O-]	38%[activator]	2%	?
CN(C)C1=NC[C@H](Cc2ccccc2)N1CCCC1CCCC1	13%	-1%	16µM*

Only part of the results is shown; the hit share may differ from the screen's.
